CYP2C19 activ – activators of human cytochrome P450 2C19. P33261. recombinant CYP2C19, luciferin-H EGE luminescence; stronger effect = higher value; 0 = fully inhibited enzyme, 1 = untreated enzyme. activation factor at 5 µM. 96,000 tested, under 10 active. AID 1025;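 active = activation factor of at least 2 at 5 µM in the primary screen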;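 also: 0 = wells with 2.5 mM tranylcypromine and 1 = vehicle-only wells; values of inactives mirror those of a sister screen read the other way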
CYP2C9 inh – human CYP2C9 inhibition; inhibition, % at 5 µM; CYP2C9 Supersomes, luciferin-H conversion, luminescence; actives 20% (n = 96,000); P11712; AID 777;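 active = blocking of liver enzyme CYP2C9 beyond about 50% at 5 µM, limit read from the data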; also: values of inactives mirror those of a sister screen read the other way
CYP2C19 inhib – human CYP2C19 inhibition; inhibition, % at 5 µM; CYP2C19 Supersomes, luciferin-H EGE luminescence, 30 min; AID 778; actives 21% (n = 96,000);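 active = CYP2C19 inhibition above a set limit at 5 µM in the primary screen, cut at about 50% in these data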;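 also: plate controls were negative control wells for no effect and 2.5 mM tranylcypromine positive control for full effect; values of inactives mirror those of a sister screen read the other way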
HUVEC tox TNFa – HUVEC cytotoxicity counter-screen, TNF alpha stimulated. HUVEC TNFalpha-stimulated, Hoechst cell count, imaging. cell count reduction, % at 2 µM. actives 0.17% (n = 93,000);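 active = cell count reduction exceeding the screen mean by over 5 SD, scaled to untreated wells per plate, cut at about 78% in these data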;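 also: cells counted after 24 h of TNF alpha exposure following the 1 h pretreatment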
IL1B cytotox – toxic to HUVEC cells under IL-1B stimulation; HUVEC cell count loss, Hoechst imaging, IL-1B stimulated; cell count reduction, % at 2 µM; actives 0.41% (n = 94,000);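 active = cell count reduction more than 3 SD above the screen-wide mean, cut at about 70% in these data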;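 also: normalized per plate to untreated control cells as the no-loss baseline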
DAT uptake mod – changed human dopamine transporter uptake under cocaine IC80. Q01959. LLC-PK1 hDAT cells, [14C]-dopamine uptake with cocaine IC80; actives deviate in either direction. B-score at 10 µM. actives 1.3% (n = 110,000). AID 449768;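 active = Z score or B-score, a plate-position-corrected score, falls beyond the plate's 99.7% confidence bounds, in either direction; inactive = both scores lie inside the 99.7% bounds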;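 also: scored against the spread of the other compound wells on the same plate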
Target sequence (Q01959 whole entry, looked up): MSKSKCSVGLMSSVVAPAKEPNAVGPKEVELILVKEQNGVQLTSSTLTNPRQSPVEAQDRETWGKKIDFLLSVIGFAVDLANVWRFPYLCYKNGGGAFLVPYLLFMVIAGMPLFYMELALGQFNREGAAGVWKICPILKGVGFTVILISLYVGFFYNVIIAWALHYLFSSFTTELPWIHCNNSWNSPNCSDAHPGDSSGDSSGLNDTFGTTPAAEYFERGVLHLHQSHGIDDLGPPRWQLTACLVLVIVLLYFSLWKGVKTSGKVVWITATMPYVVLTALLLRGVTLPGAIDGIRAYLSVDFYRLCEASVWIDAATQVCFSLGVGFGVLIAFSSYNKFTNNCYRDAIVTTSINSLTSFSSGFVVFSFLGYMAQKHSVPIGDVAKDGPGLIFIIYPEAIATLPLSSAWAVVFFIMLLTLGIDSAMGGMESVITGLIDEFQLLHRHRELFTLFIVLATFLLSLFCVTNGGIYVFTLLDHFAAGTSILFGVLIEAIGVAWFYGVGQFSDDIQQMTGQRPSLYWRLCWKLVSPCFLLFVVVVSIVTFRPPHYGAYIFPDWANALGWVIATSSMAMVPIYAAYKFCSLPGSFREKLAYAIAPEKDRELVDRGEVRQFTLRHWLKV
Calb biofilm kill – kills Candida albicans biofilms; inhibition, % at 6 µM; actives 0.14% (n = 85,000); C. albicans biofilm + clotrimazole, Alamar Blue;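 active = inhibition above 20%; inactive = inhibition below 20%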;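 also: preformed 24 hr biofilms exposed to compound for 48 hr; 0% = biofilm without compound and 100% = blank killed by clotrimazole plus chlorhexidine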
CYP2C9 activ – CYP2C9 (human) activation | P11712 | recombinant CYP2C9, luciferin-H conversion, luminescence; stronger effect = higher value; factor 1 = untreated enzyme, 0 = blocked | activation factor at 5 µM | actives 1.4% (n = 96,000);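 active = activation factor of 2 or more for CYP2C9 at a 5 µM dose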;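 also: 0 = sulfaphenazole-blocked wells and 1 = vehicle-only wells; values of inactives mirror those of a sister screen read the other way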
VCAM1 TNFa inh – reduces TNF alpha induced VCAM1 expression in HUVEC | HUVEC TNFa-induced VCAM-1 immunofluorescence, high-content imaging | inhibition, % at 2 µM | actives 0.48% (n = 95,000) | AID 802;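 active = inhibition above the batch mean plus 3 SD, with images confirmed as a hit by eye, cut at about 37% in these data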;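 also: 0% = TNF-stimulated DMSO wells and 100% = unstimulated control wells; not every result past the cut was called active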
An asterisk follows results filed as active; x = no result given.

SMILES | CYP2C19 activ | CYP2C9 inh | CYP2C19 inhib | HUVEC tox TNFa | IL1B cytotox | DAT uptake mod | Calb biofilm kill | CYP2C9 activ | VCAM1 TNFa inh
O=C1c2ccccc2NC(c2ccccc2)N1c1ccc(O)cc1 (stereo unspecified) | 0.8 | 45 | 21 | -28 | -28 | -0.39 | 8 | 0.6 | -10
CCNC(=O)NC(=O)COC(=O)c1ccccc1SCC(=O)NC(=O)NCC | 0.4 | 83* | 56* | 1 | -5 | 0.35 | -2 | 0.2 | 1
Cc1cc(C)nc(NS(=O)(=O)c2ccc(N/C=C3\CCCC3=O)cc2)n1 | x | x | x | 3 | -2 | 0.29 | 5 | x | 8
CCOc1ccc(CCNC(=O)C(O)c2ccccc2)cc1 (stereo unspecified) | 0.5 | 57* | 47 | -46 | -22 | 0.94 | 6 | 0.4 | -57
OCCN(CCO)c1ncnc2c1oc1ccc(Br)cc12 | 1.1 | 25 | -9 | 6 | -1 | -0.37 | 7 | 0.7 | -11
O=C(NCc1nnc(SCC(=O)N2CCCC2)o1)c1ccccc1F | 1 | -2 | 4 | 9 | -23 | -1.7 | 4 | 1 | 7
CN1CCN(C(=O)c2cnn(-c3ccccc3)c2NC(=O)c2ccccc2F)CC1 | 1 | -2 | 4 | -10 | 6 | -1.5 | 5 | 1 | 15
CCC(C)Nc1nc(SC(C(C)=O)C(C)=O)nc(N(C)C)n1 (stereo unspecified) | 0.5 | 62* | 52* | -8 | -4 | 0.75 | 0 | 0.4 | -4
Cc1cc(S(=O)(=O)NC(C)C)ccc1OCC(=O)N1CCOCC1 | 0.9 | 29 | 12 | -8 | -15 | -2.2 | 0 | 0.7 | 2
COc1ccc(C2C3=C(CC(C)(C)CC3=O)Nc3n[nH]c(C)c32)cc1 (stereo unspecified) | 1 | 14 | 3 | x | x | -0.51 | 4 | 0.9 | x
COc1ccccc1-n1c(SCC(=O)N2CCOCC2)nc(O)c(Cc2ccccc2)c1=O | 1.2 | -18 | -18 | -4 | -56 | -0.12 | 3 | 1.2 | 6
COc1ccc2cc3cc(C(=O)NCCN4CCc5ccccc5C4)oc3nc2c1 | 0.9 | 2 | 9 | -2 | 6 | 0.41 | 1 | 1 | -6
Nc1nc(SCc2ccc(Cl)cc2)[nH]c(=O)c1-c1ccccc1 | x | x | x | -13 | 52 | 0.68 | 10 | x | -4
O=C(Cn1cc(/C=N/O)c2ccccc21)N1CCOCC1 | 1.1 | -10 | -12 | -11 | 7 | -1.5 | 8 | 1.1 | 2
Cc1ccc(-c2nn(C)c(=O)c3ccccc23)cc1CNC(=O)c1ccco1 | 0.9 | 32 | 15 | -38 | -17 | 1.2 | -2 | 0.7 | -52
COc1ccc(S(=O)(=O)NCCSCc2ccco2)cc1Cl | 0.1 | -106 | 95* | -12 | -25 | -1.1 | 8 | 2.1* | 19
Cc1cc(N)n2ncc(-c3ccc(F)cc3)c2n1 | 0.7 | 41 | 31 | -18 | 9 | 0.043 | -4 | 0.6 | 12
Cc1cc2c(N3CCCCC3C)ncnc2s1 (stereo unspecified) | 1 | 6 | 4 | -16 | 7 | -0.3 | 6 | 0.9 | 2
Cc1ccc(C(=O)Nc2ccc(S(=O)(=O)N3CCc4ccccc4C3)cc2)o1 | 0.4 | 29 | 61* | -7 | -24 | -0.015 | 7 | 0.7 | 18
CC12c3ccccc3C(c3ccccc31)C1C(=O)N(Cc3cccnc3)C(=O)C12 (stereo unspecified) | 0.2 | 20 | 81* | x | -3 | 1.3 | x | 0.8 | -25
Cc1ccc(O)c(C2=NCCNC(C(F)(F)C(F)F)=C2)c1 | 0.7 | 34 | 33 | 2 | -9 | 0.34 | 4 | 0.7 | -2
COCCn1nnnc1C(CC(C)C)N1CCN(c2ccccc2)CC1 (stereo unspecified) | x | x | x | 3 | 10 | -0.21 | 7 | x | 0
CCOC(=O)c1[nH]c(C(=O)O)c(CCN(CC)CC)c1C | 1 | 7 | -2 | -5 | 38 | -0.48 | x | 0.9 | 0
Cn1c(NCc2ccccc2O)nc2ccccc21 | 0.4 | -1 | 64* | x | x | -0.26 | 6 | 1 | x
O=C(Nc1ccccc1)Nc1ccc(S(=O)(=O)N2CCCCC2)cc1 | 1 | 22 | -5 | -1 | -13 | 0.91 | 1 | 0.8 | 15

Additional compounds:
SMILES | CYP2C19 activ | CYP2C9 inh | CYP2C19 inhib | HUVEC tox TNFa | IL1B cytotox | DAT uptake mod | Calb biofilm kill | CYP2C9 activ | VCAM1 TNFa inh
C=CCn1c(SCC(=O)NC(=O)NCc2ccco2)nc2sc(C)c(C)c2c1=O | 0.8 | 27 | 19 | 42 | -5 | -0.12 | 9 | 0.7 | 16
CC1(C)CC(=O)C2=C(C1)N(C1CCCCC1)C(=O)C2(O)C(F)(F)F (stereo unspecified) | 0.8 | 0 | 20 | -2 | 8 | -1.2 | 7 | 1 | 13
CCc1ccc(NC(=O)C2CC(=O)N=C(N)S2)cc1 (stereo unspecified) | 1.1 | -20 | -14 | 0 | -18 | -0.072 | 6 | 1.2 | 6
Cc1sc2ncnc(NCC(c3ccco3)N(C)C)c2c1C (stereo unspecified) | x | x | x | -35 | -23 | -1.3 | 0 | x | -4
COc1cccc(C2Nc3ccccc3C(=O)N2O)c1O (stereo unspecified) | 1 | -4 | 4 | x | x | 0.14 | 6 | 1 | x
Cc1ccc(C2C(C#N)=C(N)SC(N)=C2C#N)c(C)c1 | 0.5 | 31 | 54* | x | x | 0.083 | -3 | 0.7 | x
C=CCn1c(Cc2cccs2)nnc1SCC(=O)c1ccc2ccccc2c1 | 0.4 | 27 | 55* | 10 | 10 | 1.9 | 1 | 0.7 | 9
O=C(OCC(=O)N1CCN(C(=O)c2ccco2)CC1)c1cc(=O)c2ccccc2o1 | 1 | 5 | -5 | -8 | -9 | 0.62 | -3 | 1 | -6
O=S(=O)(c1cccs1)N1CCc2ccccc2C1 | 0.2 | -206 | 78* | -5 | -3 | 0.056 | 6 | 3.1* | 4
CC(=O)Oc1ccc2oc(=O)c3c(c2c1)CCCN3C(=O)CN1CCN(c2ncccn2)CC1 | 0.8 | 20 | 17 | -20 | -31 | 0.04 | -4 | 0.8 | 39
COc1ccc(N2C(C)=CS/C2=C(/C#N)c2nnc(N3CCOCC3)n2-c2ccccc2)cc1 | 0.8 | 16 | 17 | -29 | -9 | 0.16 | x | 0.8 | -14
COC(=O)C1=CN(CC2CCCO2)C=C(C(=O)OC)C1c1cc(OC)c(OC)c(OC)c1 (stereo unspecified) | 1 | 6 | 1 | -10 | -45 | 0.19 | 8 | 0.9 | 13
CCOC(=O)N1CCN(Cc2nc3c(c(=O)n(C)c(=O)n3C)n2Cc2ccc(F)cc2)CC1 | 1.1 | -23 | -7 | -5 | -31 | -0.048 | 9 | 1.2 | 17
CC12CCC(=O)N1c1ccccc1C(=O)N2c1ccccc1 (stereo unspecified) | 1 | 12 | -1 | 1 | -37 | 0.039 | 4 | 0.9 | 0
Cc1cccc(-c2nsc(SCC(=O)N3CCCC3)n2)c1 | 0.5 | -11 | 50* | -9 | -39 | -0.23 | 2 | 1.1 | 0
CCOC(=O)c1cc2occc2n1CC(=O)NCCOC | x | x | x | 1 | -36 | -0.18 | 5 | x | -14
O=C(Nc1ccc2sccc2c1)c1ccc(Cl)s1 | 1 | -8 | 2 | x | x | 0.31 | 10 | 1.1 | x
O=c1c2ccccc2nc(SCc2cn3ccsc3n2)n1-c1ccccc1 | 0.2 | 94* | 84* | -19 | -5 | 0.095 | 9 | 0.1 | 17
CCCCN(CC)S(=O)(=O)c1ccc(C(=O)Nc2nnc(-c3cccs3)o2)cc1 | 0.7 | 42 | 32 | -12 | 46 | -0.25 | 9 | 0.6 | -16
Cc1ccc2nc(NC(=O)CN(C)S(=O)(=O)c3cccc4nsnc34)sc2c1 | 0.8 | 19 | 23 | -22 | 0 | -0.18 | -3 | 0.8 | -1
COc1ccc(C)cc1S(=O)(=O)N(CC(=O)O)c1ccccc1 | 1 | 50 | -4 | 0 | -16 | 1.2 | 4 | 0.5 | 16
Cc1cc(C(=O)N2CCN(C(c3ccccc3)c3ccccc3)CC2)on1 | 0.3 | 77* | 69* | -18 | 4 | 0.41 | -3 | 0.2 | 20
O=C1C=C(NCc2ccco2)CCC1 | 1 | -2 | 4 | -13 | 5 | -0.32 | 10 | 1 | 7
CC(=O)c1c(N2CCOCC2)nc(=S)n(-c2ccccc2)c1C | 1 | 2 | -5 | 0 | 2 | -0.043 | 0 | 1 | -8
CC(Sc1nnc2ccccn12)C(=O)Nc1ncc(Cl)cc1Cl (stereo unspecified) | 1.1 | -9 | -6 | -6 | -8 | 0.12 | 5 | 1.1 | 7

Next structures:
SMILES | CYP2C19 activ | CYP2C9 inh | CYP2C19 inhib | HUVEC tox TNFa | IL1B cytotox | DAT uptake mod | Calb biofilm kill | CYP2C9 activ | VCAM1 TNFa inh
CC1(C)Cc2c(sc3nc(NCCN4CCOCC4)n4ncnc4c23)CO1 | 0.8 | 9 | 16 | -25 | -6 | -0.27 | 7 | 0.9 | 8
CCOC(=O)c1nn(-c2ccc(Cl)cc2)c2nc(-c3ccc(C)cc3)c(C#N)c(=O)n12 | 0.9 | 7 | 11 | -9 | -8 | 0.81 | x | 0.9 | 22
CC(=O)N1CC2(C)CN(C(C)=O)CC(C)(C1)C2O (stereo unspecified) | 1 | -19 | 4 | 3 | -29 | x | 12 | 1.2 | -4
CC(C)(C)NS(=O)(=O)c1ccc(NS(=O)(=O)Cc2ccccc2)cc1 | 0.3 | 81* | 72* | -41 | -8 | -0.32 | 2 | 0.2 | -14
CCN(CC)S(=O)(=O)c1ccc(Cl)c(C(=O)Nc2nnc(C)s2)c1 | 1.1 | 80* | -7 | x | x | -0.87 | 3 | 0.2 | x
C=CCc1ccc(OCC(O)CN2CCCCC2)c(OC)c1 (stereo unspecified) | 0.9 | 3 | 8 | -16 | -12 | 0.32 | 4 | 1 | -10
CCCC[n+]1ccn(-c2nc3ccccc3nc2[N-]S(=O)(=O)c2ccc(C)cc2)c1 | 0.7 | 72* | 25 | -2 | 0 | 0.74 | 6 | 0.3 | -3
Cc1ccc2c(c1)nnn2C1CCN(CC(=O)Nc2ccccc2N2CCOCC2)CC1 | 0.3 | 75* | 71* | 2 | -14 | 1.5 | 10 | 0.3 | -14
C=C(C)CC1N(c2cccc(OC)c2)C(=O)[C@@H]2C(C(=O)O)[C@H]3C=C[C@@]12O3 (stereo partly specified) | 1 | -19 | 0 | 24 | -8 | -1.3 | 6 | 1.2 | 33
CCOC(=O)CSC1=C(C#N)C(c2ccccc2OC)CC(=O)N1 (stereo unspecified) | 0.4 | 15 | 64* | -13 | -1 | -0.18 | 10 | 0.8 | -5
CCOCCCN1CC(C(=O)NCCc2ccc(C)cc2)CC1=O (stereo unspecified) | 1.1 | 22 | -8 | -8 | -104 | 0.24 | 7 | 0.8 | -2
CCCCn1c(SCC(=O)Nc2nnc(CC)s2)nc2c1c(=O)n(C)c(=O)n2C | 1.1 | 1 | -7 | -26 | 9 | -0.079 | 12 | 1 | -29
CN1CCN(c2oc(-c3cccs3)nc2S(=O)(=O)c2ccccc2)CC1 | 0.9 | 28 | 14 | x | x | -0.23 | 5 | 0.7 | x

From PubChem BioAssay

Compounds were not picked by outcome. About 29% of those tested had a hit in this group.
